High-throughput results from PubChem BioAssay.
HKDC1 inhibitor: blocks human hexokinase HKDC1 activity; Q2TB90; inhibition, % at 20 µM; AID 493160; recombinant HKDC1, G6PDH/diaphorase resazurin coupled fluorescence; 340,000 compounds, 0.16% hits;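 active means inhibition above about 35% when tested at 20 µM, limit read from the data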;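 further: plate controls were DMSO wells with enzyme for no effect and DMSO wells lacking enzyme for full effect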
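System: Recombinant HKDC1 hexokinase | Amount: HKDC1 at 5 µg/mL | Reagent: Glucose with 1 mM ATP | Doses: Single 20 µM dose | Incubation: Reaction time 90 min, room temperature, protected from light | Signal: Coupled resazurin fluorescence, excitation 525 nm, emission 613 nm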
hIAP block: human IAP inhibition; P09923; purified IAP, CDP-Star luminescence, 30 min; 330,000 compounds, 0.12% hits; inhibition, % at 10 µM;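 active means inhibition reaching a set limit with compound at 10 µM in the primary screen, cut at about 35% in these data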;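 further: plate controls were DMSO wells with enzyme for no effect and no-enzyme buffer wells for full effect; values of inactives mirror those of a sister screen read the other way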
Target sequence (P09923 whole entry, looked up): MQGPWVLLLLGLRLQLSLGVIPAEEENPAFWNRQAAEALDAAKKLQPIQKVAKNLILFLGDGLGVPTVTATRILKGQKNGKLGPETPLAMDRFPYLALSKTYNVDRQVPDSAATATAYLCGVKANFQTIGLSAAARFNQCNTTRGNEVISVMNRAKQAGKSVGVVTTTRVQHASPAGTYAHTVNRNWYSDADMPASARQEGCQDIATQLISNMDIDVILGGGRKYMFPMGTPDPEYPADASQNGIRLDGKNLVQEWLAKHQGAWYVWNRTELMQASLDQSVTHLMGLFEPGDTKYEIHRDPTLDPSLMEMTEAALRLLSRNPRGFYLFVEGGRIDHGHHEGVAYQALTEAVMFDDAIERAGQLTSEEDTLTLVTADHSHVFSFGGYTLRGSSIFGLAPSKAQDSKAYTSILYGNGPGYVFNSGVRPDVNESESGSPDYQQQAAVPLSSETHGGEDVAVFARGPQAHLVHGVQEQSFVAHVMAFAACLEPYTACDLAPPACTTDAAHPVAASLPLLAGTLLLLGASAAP
PfG6PD inh: PfG6PD (Plasmodium falciparum) enzyme inhibition; PfGluPho enzyme, NADPH resazurin-diaphorase fluorescence; inhibition, % at 20 µM; 350,000 compounds, 0.78% hits; AID 504690;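 active means inhibition reaching at least a set limit at 20 µM in the primary screen, cut at about 59% in these data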;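 further: 0% = DMSO wells with substrate and 100% = DMSO wells lacking glucose-6-phosphate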
mIAP inh: mouse IAP inhibition. inhibition, % at 10 µM. purified mouse IAP, CDP-Star luminescence, 30 min. 330,000 compounds, 0.2% hits. AID 2806;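 active means inhibition of at least 40% at 10 µM in the primary screen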;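 further: plate controls were DMSO with enzyme for no effect and no enzyme wells for full effect; values of inactives mirror those of a sister screen read the other way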
A3A deaminase: inhibitors of human APOBEC3A DNA deaminase; P31941; recombinant A3A, FAM/TAMRA ssDNA deamination fluorescence; inhibition, % at 20 µM; 330,000 compounds, 0.41% hits;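 active means at least 40% inhibition at 20 µM here, with at most 30% in a related deaminase screen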;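 further: plate controls were A3A with DMSO for no effect and wells lacking A3A enzyme for full effect; some results filed as inactive read as strong as hits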
Target sequence (P31941 whole entry, looked up): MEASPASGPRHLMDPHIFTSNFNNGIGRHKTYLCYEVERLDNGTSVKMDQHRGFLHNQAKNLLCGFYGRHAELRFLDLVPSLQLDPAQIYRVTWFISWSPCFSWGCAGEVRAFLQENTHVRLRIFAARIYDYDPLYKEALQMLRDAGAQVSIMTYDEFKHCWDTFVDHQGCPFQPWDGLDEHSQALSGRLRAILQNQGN
hIAP act: human IAP activation; activation factor at 10 µM; 330,000 compounds, 0.16% hits; AID 2524; P09923; purified human IAP, CDP-Star luminescence, 30 min; hits give high values; 1 = vehicle-only enzyme, 0 = enzyme-free background;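 active means activation factor of the enzyme at least 2-fold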; further: the source names both 10 and 20 µM as test concentration; values of inactives mirror those of a sister screen read the other way
mIAP act: increases mouse intestinal alkaline phosphatase activity. 330,000 compounds, 0.24% hits. activation factor at 10 µM. muIAP, CDP-Star luminescence, 30 min; hits give high values; 1 = vehicle-only enzyme signal, 0 = enzyme-free wells. AID 2805;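 active means activation factor of at least 2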; further: the source names both 10 and 20 µM as test concentration; values of inactives mirror those of a sister screen read the other way
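Assay system: mouse IAP enzyme / Compound: DMSO-dissolved test compounds / Timing: 30 min, room temperature / Measured by: luminescence from enzymatic CDP-Star hydrolysis / Control set: DMSO-only wells, enzyme-free buffer wells as negative control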
ATG4B inhibitor: ATG4B (human) cysteine protease inhibition | Q9Y4P1 | ATG4B cleavage of LC3-PLA2, NBD-HPC fluorescence, 1 h | inhibition, % at 8.33 µM | 340,000 compounds, 0.51% hits; in the data active means inhibition above about 40%
* marks the source's active call; other numbers are inactive results.

Below each compound: HKDC1 inhibitor	hIAP block	PfG6PD inh	mIAP inh	A3A deaminase	hIAP act	mIAP act	ATG4B inhibitor
CC(=O)N1CCN(CC(=O)Nc2cc(F)ccc2C)CC1
    -6	-14	-6	-13	-1	1.1	1.1	-2
O=C1CSC(c2cn(-c3ccccc3)nc2-c2cc3ccccc3oc2=O)N1Cc1ccco1 (configuration not stated)
    -5	7	13	12	-3	0.93	0.88	-3
Cc1ccc2nc(Cl)c3cc(C(=O)NCCCN4CCCC4)sc3c2c1
    -2	-18	22	6	0	1.2	0.94	-11
O=C(NCc1ccccn1)c1nc(Cn2ccc([N+](=O)[O-])n2)no1
    -5	3	16	11	-3	0.97	0.89	-4
Cc1cc(C)nc(NC(=O)c2ccc(Br)s2)n1
    -3	-1	-3	-3	25	1	1	-1
OCCN1CCN(Cc2cc(Br)cc(Br)c2O)CC1
    3	19	-15	4	-3	0.81	0.96	0
C=C(C)COc1ccc2c(C)c(CC(=O)N3C[C@H]4C[C@@H](C3)c3cccc(=O)n3C4)c(=O)oc2c1C
    9	20	-13	9	1	0.8	0.91	-9
O=S(=O)(c1cc(Cl)cc(Cl)c1O)N1CCC2(CC1)OCCO2
    34	-2	-24	3	0	1	0.97	0
CCC(=O)c1ccc(OCC(O)CN2C(=O)NC(C)(C)C2=O)cc1 (configuration not stated)
    -4	-3	13	-7	-1	1	1.1	-5
COc1ccc(OC)c(-c2nnc3n2N=C(c2ccc(OC)c(OC)c2)CS3)c1
    -4	7	3	-4	2	0.93	1	-13
CCOC1(c2ccccc2)OC(=O)c2ccccc21 (configuration not stated)
    -6	3	0	4	-1	0.97	0.95	-2
C=CCn1c(SCC(=O)NCc2ccc3c(c2)OCO3)nc2scc(-c3ccc(F)cc3)c2c1=O
    0	3	-12	-12	1	0.97	1.1	-5
CCC(C)(C)NC(=O)Cc1ccccc1OC
    -6	6	1	11	-3	0.94	0.89	1
COCCn1c(SCC(=O)N2CCc3ccccc3C2)nc2cc(Cl)ccc2c1=O
    17	-4	8	10	-3	1	0.9	21
COc1ccccc1OCC(=O)NCCS(=O)(=O)N1CCN(c2ccc(F)cc2)CC1
    -3	23	0	0	-3	0.77	1	-4
O=C(Cc1ccccc1)N/N=C/c1cc(Br)cc(Cl)c1O
    -21	-79	-38	16	-2	1.8	0.84	11
CCOc1ccccc1NC(=O)CSc1nnc(CNC(=O)COc2ccc(Cl)cc2)o1
    -2	4	0	1	-1	0.96	0.99	-18
O=C(NC1CCCCC1)C1CCCN(S(=O)(=O)c2ccc(F)cc2)C1 (configuration not stated)
    6	-4	-5	-18	4	1	1.2	6
COc1ccc(NC(=O)CN(C)C(=O)C2=NN(c3ccccc3)C(=O)CC2)cc1
    -5	-9	-1	-2	2	1.1	1	-7
CCCc1cc(=O)[nH]c(SCC(=O)N2CCN(c3ccc(F)cc3)CC2)n1
    7	8	-11	2	-2	0.92	0.98	-1
Cc1cc(C(=O)N(C)Cc2c(F)cccc2Cl)c2ccccc2n1
    4	5	-12	0	1	0.95	1	-2
COc1ccccc1-n1cn[nH]c1=S
    -7	11	37	2	-4	0.89	0.98	-5
CC(C)C(NC(=S)Nc1ccccc1)C(=O)O (configuration not stated)
    -16	14	-7	7	-7	0.86	0.93	-3
CCc1ccc(NC(=O)C(C)OC(=O)c2cccc(S(=O)(=O)N3CCc4ccccc4C3)c2)cc1 (configuration not stated)
    -4	-8	12	12	1	1.1	0.88	-8
Cc1cc(=O)oc2cc(OCC(=O)OCC(=O)NC3CC3)ccc12
    -5	9	-4	0	0	0.91	1	-8
Nc1nnc(CSCc2ccc(F)cc2)s1
    -7	-7	2	10	3	1.1	0.9	7
Cc1cc(NC(=O)COc2coc(CN3CCN(c4ccccc4)CC3)cc2=O)no1
    -5	-10	4	-5	2	1.1	1.1	-4
CCOC(=O)c1cc(NCc2cccs2)ccc1N1CCOCC1
    3	-15	14	-13	-2	1.2	1.1	5
Cc1ccc(S(=O)(=O)N2CCN(Cc3ccccc3)CC2)cc1
    -3	-11	2	4	2	1.1	0.96	-5
O=C(NCCCN1CCOCC1)c1cc(-c2ccc3c(c2)OCO3)nc2ccccc12
    0	-3	-15	0	-2	1	1	11
COc1ccc(CN(Cc2nc3ccccc3c(=O)[nH]2)C(=O)c2ccco2)cc1
    5	-5	-12	-3	2	1.1	1	1
Cc1cccc2cc(CN(CC3CCCO3)C(=O)NC3CCCCC3)c(=O)[nH]c12 (configuration not stated)
    -5	8	7	3	-3	0.92	0.97	9
COc1ccc(C(=O)Nc2ccccc2C(=O)Nc2cc(C)ccn2)cc1
    -2	-10	-8	-4	-3	1.1	1	-4
Cc1c(C)n(C(=O)CSc2nncn2C)c2ccccc12
    -8	-2	6	-3	1	1	1	-10
FC(F)(F)c1cc(-c2ccccc2)nc(-n2cncn2)n1
    6	18	-5	4	-2	0.82	0.96	2
COc1cc(S(=O)(=O)NCC2CCCO2)ccc1Br (configuration not stated)
    0	-9	-18	4	-1	1.1	0.96	-1
CCOC(=O)C1=C(C)N(c2ccccc2)C(=O)NC1c1cccc([N+](=O)[O-])c1 (configuration not stated)
    15	-6	-12	0	1	1.1	0.99	0
Cc1ccc(Cn2ccc(NC(=O)c3cc(C4CC4)on3)n2)cc1
    0	3	-2	-8	6	0.97	1.1	5
CCOC(=O)CC(=O)CSc1nc2ccc(OC)cc2cc1C
    -6	2	0	6	0	0.98	0.94	4
Cc1nccn1C(c1ccccc1)c1ccccc1
    -4	2	-15	0	3	0.98	1	-2
CNC(=S)NNC(=O)c1sccc1C
    -5	10	4	-4	-2	0.9	1	-7
O=C(CN1CCN(S(=O)(=O)c2ccccc2F)CC1)Nc1ccnn1C1CCCC1
    -7	-16	1	-15	-3	1.2	1.1	6
COc1cccc(/C=C2\SC(=S)N(CCCC(=O)N3CCCCC3)C2=O)c1
    12	-2	-3	11	-3	1	0.89	5
Cc1c(NS(=O)(=O)c2cccc([N+](=O)[O-])c2)c(=O)n(-c2ccccc2)n1C
    -8	1	12	5	-6	0.99	0.95	1
Nc1nc2n(n1)C(c1cccc(Br)c1)CC(c1ccccc1)N2 (configuration not stated)
    1	8	-10	4	-2	0.92	0.96	0
Cc1nc(NCc2ccc(S(N)(=O)=O)cc2)c2c(C)c(C)sc2n1
    -6	11	3	4	-3	0.89	0.96	4
O=C(NCC(=O)N(c1ccccc1)C(C(=O)NC1CCCC1)c1cccnc1)c1ccco1 (configuration not stated)
    -2	-4	-7	-6	-2	1	1.1	-7
O=C(NC1CC1)c1ccc(CSCc2cccc(F)c2)o1
    -3	12	11	6	-4	0.88	0.94	-11
COc1ccc(NC(=O)c2cccc(OC(=S)N3CCOCC3)c2)cc1
    -3	1	0	-5	6	0.99	1	-5
CCOC(=O)c1cnc(-n2cc(C)cn2)nc1Nc1ccccc1OC
    -4	-23	7	1	2	1.2	0.99	5
CC1CCC/C(=C\Nc2ccc(C(=O)O)c(O)c2)C1=O (configuration not stated)
    9	5	9	-2	-3	0.95	1	5
C=CCNC(=O)CCCOc1cccc(C)c1
    3	18	-2	13	-3	0.82	0.87	-6
Cc1cc(C)c(S(=O)(=O)N2CCOC2CNC(=O)C(=O)NCc2ccccn2)c(C)c1 (configuration not stated)
    -5	-18	-10	-2	1	1.2	1	-3
CCCCNC(=O)CCNC(=O)c1ccc(C(C)(C)C)cc1
    -5	12	-13	7	0	0.88	0.93	1
COC(=O)N/N=C/c1ccc(OC(=O)c2ccco2)c(OC)c1
    -6	15	3	-7	1	0.85	1.1	-3
Cc1ccc(F)cc1NC(=O)C1CCCN(c2ncccn2)C1 (configuration not stated)
    -13	9	-7	10	0	0.91	0.91	-3
NC(N)=NS(=O)(=O)c1ccc(NC(=S)NC(=O)c2ccccc2)cc1
    -1	3	-14	3	-4	0.97	0.97	-1
Cc1ccc2[nH]c(=O)c(CN(C(=O)c3cccc([N+](=O)[O-])c3)C(C)C)cc2c1
    -3	5	-8	-6	-4	0.95	1.1	-2
Cc1ccc(C2=Nc3ccccc3NC(C)(c3ccc(C)o3)C2)o1 (configuration not stated)
    -4	-6	3	-4	-15	1.1	1	15
O=C(NCc1ccco1)c1ccc(N2CCOCC2)c([N+](=O)[O-])c1
    -8	-12	-1	4	6	1.1	0.96	-6

New compounds follow
Below each compound: HKDC1 inhibitor	hIAP block	PfG6PD inh	mIAP inh	A3A deaminase	hIAP act	mIAP act	ATG4B inhibitor
Cn1cc(C(=O)N2CCc3ccccc3C2)c(=O)c2cc(S(=O)(=O)N3CCOCC3)ccc21
    -11	-22	2	-13	-3	1.2	1.1	-5
COc1ccccc1-c1c(NC(=O)C(C)C)n(C)c2ccccc2c1=O
    -6	0	-1	2	-2	0.99	0.98	-1
O=C(O)c1cc([N+](=O)[O-])c(Sc2nc3ccccc3[nH]2)c([N+](=O)[O-])c1
    10	11	17	2	-4	0.89	0.98	-2
Cc1ccc(OCC(=O)NCCNC(=O)c2ccc(C)nc2)cc1
    -7	-9	-6	1	-4	1.1	0.99	-7
CCOC(=O)c1cccc(-n2cccc2/C=C2\NC(=O)N(CC(=O)O)C2=O)c1
    -4	4	2	10	-2	0.96	0.91	0
O=c1cc(-c2ccccc2)nc(SCc2ccc(Cl)cc2)[nH]1
    -6	-18	-17	10	-14	1.2	0.9	-2
O=C(NC1CCN(C(=O)Nc2cccc(Cl)c2)CC1)C1CCCCC1
    -3	-17	-20	-9	-2	1.2	1.1	-3
Cn1cc(C(=O)N/N=C/c2ccc(Br)c([N+](=O)[O-])c2)c2ccccc21
    -3	5	-4	7	-3	0.95	0.93	-8
CCCCC(c1nnnn1CCOC)N1CCN(C)CC1 (configuration not stated)
    -3	-13	-2	-4	-1	1.1	1	1
c1ccc2c(c1)Cn1nnnc1-2
    -11	2	-4	2	-6	0.98	0.98	-2
CCOc1ccc(N(C(=O)CNC(=O)c2ccco2)C(C(=O)NC2CCCC2)c2ccco2)cc1 (configuration not stated)
    -10	-6	7	1	1	1.1	0.99	-3
CC(C)c1ccc(Nc2nnns2)cc1
    -3	3	44	10	-2	0.97	0.9	-2
O=C1C(NS(=O)(=O)c2cccs2)=C(N2CCN(Cc3ccccc3)CC2)C(=O)c2ccccc21
    7	4	13	4	3	0.96	0.96	8
CCN1CCN(CCNC(=O)c2ccc(CS(=O)(=O)c3c(Cl)cccc3Cl)o2)CC1
    -8	-6	19	6	-1	1.1	0.94	-5
CCc1nc(C)c(C#N)c2cc(OC)c(OC)cc12
    5	15	4	0	-3	0.85	1	-7
O=C(O)c1sccc1S(=O)(=O)c1ccccc1
    1	6	-29	7	1	0.94	0.93	-2
CC(C)Cc1nnc(NC(=O)CCC(=O)N2CCN(c3ccccc3)CC2)s1
    -8	3	-2	-4	-5	0.97	1	-2
